PTAP TSG101 blk: qHTS Assay for Iinhibitors of HIV-1 Budding by Blocking the Interaction of PTAP/TSG101; AID 493005, 2010; 340,000 tested, under 10 active; Potency, µM (highest dose often 115 µM), for the others: at the top dose activity change, negative = inhibition, most hits filed as inhibitors; Fluorescence polarization, FITC-PTAP peptide / Tsg101 binding; Tumor susceptibility gene 101 protein (Homo sapiens), Q99816; active = well fitted inhibition curve with a large enough effect in the main read-out, with a control signal flat, not every such curve was filed as active; inconclusive = small, poorly fitted or top-dose-only effect, or effect the other way, or a change in a side signal; inactive = no such curve, though single readings can be large or run the other way; also: potency is read from the fitted curve at half-maximal effect; % of control where 0% means no effect
Target sequence (Q99816 whole entry, looked up): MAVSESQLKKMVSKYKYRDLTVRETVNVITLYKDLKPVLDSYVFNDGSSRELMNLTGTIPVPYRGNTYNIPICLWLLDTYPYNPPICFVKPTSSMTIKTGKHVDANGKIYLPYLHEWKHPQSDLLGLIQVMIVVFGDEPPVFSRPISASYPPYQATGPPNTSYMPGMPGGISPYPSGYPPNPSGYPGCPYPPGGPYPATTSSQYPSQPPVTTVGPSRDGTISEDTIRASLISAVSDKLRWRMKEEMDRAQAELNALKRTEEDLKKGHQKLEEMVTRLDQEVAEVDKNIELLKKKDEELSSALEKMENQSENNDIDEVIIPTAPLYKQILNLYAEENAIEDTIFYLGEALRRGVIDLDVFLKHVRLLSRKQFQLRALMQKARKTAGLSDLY
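Tsg101 binding domain (10 uM final) was mixed with compound and a FITC-labeled PTAP peptide (50 nM final) in HEPES pH 7.5 buffer with NaCl, Tween 20, EDTA and TCEP; fluorescence polarization was read after 20 min at r.t.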
TRPV1 ag: HTS Assay for Compounds that Act as Agonists of the Vanilloid Receptor 1 | activation, % at 8.33 µM | 320,000 tested, 0.19% active | TRPV1-expressing cells, Fluo-8 calcium influx, agonist mode | Transient receptor potential cation channel subfamily V member 1 (Homo sapiens), Q8NER1 | AID 540275, 2011; in the data active = activation above about 80%; inconclusive = between about 30% and that limit; also: 0% is about no effect
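Fluo-8 calcium influx in TRPV1-expressing cells, kinetic read (ex 480/em 520 nm). Compound added and read 3 min for agonist activity, followed by capsaicin at EC20 final and 2 min further read for enhancement.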
B2AR arrestin: qHTS assay of beta-arrestin-biased ligands of beta2-adrenergic receptor; Beta-2 adrenergic receptor (Homo sapiens), P07550; beta-arrestin recruitment to beta2AR, cell-based reporter; Potency, µM (titrated, usually from 46.1 µM), inactives show at the top dose activation, actives largely listed as activators; 330,000 tested, 0.02% active; AID 492947, 2010;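 also: potency is read from the fitted curve at half-maximal effect; 0% = DMSO controls and full agonism = EC100 isoproterenol or metaproterenol; nearly all actives have a fitted effect of over 65% in size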
Target sequence (P07550 whole entry, looked up): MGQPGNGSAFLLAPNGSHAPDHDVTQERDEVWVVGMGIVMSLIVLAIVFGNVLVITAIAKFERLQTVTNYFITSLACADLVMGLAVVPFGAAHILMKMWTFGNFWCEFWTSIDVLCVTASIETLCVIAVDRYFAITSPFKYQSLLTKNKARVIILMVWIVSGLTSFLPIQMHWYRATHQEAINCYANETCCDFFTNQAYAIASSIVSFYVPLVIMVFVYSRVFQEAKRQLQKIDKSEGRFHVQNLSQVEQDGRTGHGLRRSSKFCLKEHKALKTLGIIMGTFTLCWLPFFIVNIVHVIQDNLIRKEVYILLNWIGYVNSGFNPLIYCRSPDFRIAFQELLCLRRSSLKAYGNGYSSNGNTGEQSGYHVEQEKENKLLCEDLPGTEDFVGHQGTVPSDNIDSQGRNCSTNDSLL
ELG1 DNA repair: qHTS screen for small molecules that inhibit ELG1-dependent DNA repair in human embryonic kidney (HEK293T) cells expressing luciferase-tagged ELG1; HEK293T ELG1-luciferase reporter, luminescence, 16 h; DNA damage induced by 5-fluorouridine; AID 504467, 2011; Potency, µM (top dose mostly 46.1 µM), for the others: top-dose activity change, negative = inhibition, most hits filed as inhibitors; 330,000 tested, 2.3% active; also: potency is read from the fitted curve at half-maximal effect; % is scaled to controls: 0 for no effect and ±100 for the full control effect; nearly all actives have a fitted effect of over 55% in size
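5-Fluorouridine DNA damage + compound/DMSO, 2,000 cells/well, 16 h, 37 °C/5% CO2. ONE-Glo, 30 min RT, luminescence. Readout = decrease in reporter signal.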
CXXC DNA block: qHTS Fluorescence Polarization Assay for Inhibitors of MLL CXXC domain - DNA interaction | Potency, µM (top dose mostly 115 µM), inactives show at the highest dose activity change, negative = inhibition, hits mostly inhibitors | MLL-CXXC / FITC-HOXA9 DNA fluorescence polarization | 290,000 tested, 0.037% active; active = well fitted inhibition curve with a large enough effect in the polarisation, with a control signal flat, not every such curve was filed as active; inconclusive = small, poorly fitted or top-dose-only effect, or effect the other way, or a change in a side signal; inactive = no such curve, though single readings can be large or run the other way; the % refers to the polarisation; also: potency is read from the fitted curve at half-maximal effect
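Steps: dispense CXXC domain solution (7 uM) → pin compounds or unlabeled HOX-A9 DNA control → 5 min ambient → add FLSN-HOX-A9 solution (50 nM) → spin → 30 min ambient → fluorescence polarization. Tris pH 7.5/NaCl/DTT/BSA buffer.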
A-T KAP1 phos: qHTS Assay for Identifying a Potential Treatment of Ataxia-Telangiectasia. Potency, µM (doses to about 57.5 µM), for inactives: top-dose activation, usual class: activators. […] A-T fibroblasts, KAP-1 phosphorylation AlphaLISA; neocarzinostatin DNA damage 30 min before lysis. AID 485349, 2010. 320,000 tested, 0.19% active; also: potency is read from the fitted curve at half-maximal effect; % of control where 0% means no effect; nearly all actives have a fitted effect of over 45% in size
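hTERT-immortalized A-T patient fibroblasts ([…]), 500 cells/well in OPTI-MEM, 1% FBS, got compounds for 60 min, then NCS for 30 min at 37C. Lysates were then assayed for phospho-KAP-1 by AlphaLISA (anti-pKAP1 donor, anti-KAP1 acceptor beads), 6 hr at 25C.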
TCR activator: Activators of T cell receptors: qHTS campaign | primary human leukocytes, anti-CD3, IL-2 HTRF, 48 h | Potency, µM (highest dose often 9.22 µM), inactives show top-dose activation of IL-2 secretion, most hits filed as activators | 330,000 tested, under 10 active; also: % of control where 0% means no effect
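Primary human leukocytes were stimulated with a-CD3 beads plus compounds for 48 hr without co-stimulation; secreted IL-2 was quantified by HTRF using a-IL-2-K (europium cryptate) and a-IL-2-d2, excited at 320nm with acceptor emission read at 665nm.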
a7 integrin act: qHTS for Activators of Integrin-Mediated Alleviation for Muscular Dystrophy; alpha7betagal myoblasts, beta-gal FDG fluorescence, 48 h; Potency, µM (series often up to 38.3 µM), without a hit: top-dose activation, hits mostly activators; 350,000 tested, 0.064% active;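 also: potency is read from the fitted curve at half-maximal effect; 100% = response of the positive control SU9516; nearly all actives have a fitted effect of over 60% in size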
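alpha7betagal+/- myoblasts (passage 13, 250/well) treated 48 h at 37C with compounds at 1:260 dilution of DMSO stock. Lysed, then beta-galactosidase activity read as FDG fluorescence (ex 480/em 540) after 30 min, with pre-read for autofluorescence.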
p53 reactivation: qHTS assay for re-activators of p53 using a Luc reporter; Potency, µM (series often up to 92.2 µM), for the others: at the top dose activity change, positive = activation, usual class: activators; H1299 p53-A138V BP100-luciferase reporter, luminescence, 24 h; AID 504706, 2011; 320,000 tested, 0.063% active; also: potency is read from the fitted curve at half-maximal effect; % of control where 0% means no effect; nearly all actives have a fitted effect of over 45% in size
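H1299 (p53-null), stable ts p53-A138V + BP100-Luc; 1000 cells/well, Opti-MEM/10% FBS; cpd 4 pt, 1:5; 24 h, 37 deg C, 5% CO2; detection reagent 10 min RT; luminescence.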
BRCA1 expr up: qHTS Assay to Identify Small Molecule Activators of BRCA1 Expression. MCF7-BRCA1-FFLuc reporter, luminescence, 48 h; response scale: scaled: vehicle 0%, 10 µM genistein 100%. Potency, µM (series often up to 46.1 µM), for the others: top-dose activation, most hits filed as activators. 380,000 tested, 1.1% active. AID 624202, 2012; also: potency is read from the fitted curve at half-maximal effect; nearly all actives have a fitted effect of over 80% in size; some results filed as inactive show a strong effect at the top dose
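Reporter cells (MCF7, BRCA1 promoter-firefly luciferase) received library compounds across a concentration series for 48 h. End-point luminescence was measured and concentration-effect curves derived after normalization.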
Numbers without * were called inactive; ? = inconclusive; nt = no result given; [ ] = dose if it differs, or a comment. Unless noted, calls follow the shape of the dose curve; as a rule, active = well fitted curve in the direction sought with a large enough effect; inconclusive = small, poorly fitted or top-dose-only effect, or another doubt; inactive = no such curve, though single readings can be large; an effect the other way counts as inactive or inconclusive. Hits appear at their usual frequency (roughly 3.8% active in at least one column).

entry	Structure	PTAP TSG101 blk	TRPV1 ag	B2AR arrestin	ELG1 DNA repair	CXXC DNA block
1	O=C(N/C(=C\c1ccc(Br)cc1)c1nc2ccccc2[nH]1)c1ccco1	-2%	?	-1.1%	15%	18%
2	CN(C(=O)CSc1n[nH]c(=O)[nH]c1=O)c1ccccc1	-5%	nt	0.1%	0%	nt
3	CCOc1ccc(NC(=O)N2CCC(C(N)=O)(N3CCCCC3)CC2)cc1	-10%	3	0.2%	-1%	-1%
4	Cn1ccnc1SCC(=O)Nc1ccc2nc(SCC(=O)NC3CC3)sc2c1	-3%	1	-0.3%	?	6%
5	Cn1c(=O)oc2cc(S(=O)(=O)NCCc3ccccc3)ccc21	-5%	1	0.0%	0%	6%
6	CC1CCCCN1C(=O)/C(=C\c1ccccc1)c1ccccc1 (stereo not given)	-10%	21	-0.3%	-5%	-24%
7	CNS(=O)(=O)c1cc(OC)c(OC)cc1CC(=O)OC	0%	2	-0.2%	-1%	0%
8	Cc1csc(NC(=O)CSC2=NS(=O)(=O)c3cc(F)ccc3N2)n1	-3%	0	0.0%	4%	nt
9	CCc1ccc(C2=NN(C(=O)CCC(=O)O)C(c3cccs3)C2)cc1 (stereo not given)	-6%	0	-0.5%	6%	-12%
10	O=C(O)CNS(=O)(=O)c1cccc2nsnc12	-1%	1	-0.4%	1%	-6%

entry	A-T KAP1 phos	TCR activator	a7 integrin act	p53 reactivation	BRCA1 expr up
1	4%	-5%	-29%	-1%	-20%
2	4%	2%	14%	3%	-6%
3	-4%	-1%	0%	1%	-1%
4	2%	-3%	-14%	?	3.5µM*
5	7%	0%	-3%	6%	-24%
6	7%	8%	-40%	0%	-28%
7	1%	nt	2%	-4%	1%
8	-17%	0%	-7%	2%	-17%
9	-1%	-1%	2%	-11%	-5%
10	7%	-2%	9%	1%	-4%

Next section:
entry	Structure	PTAP TSG101 blk	TRPV1 ag	B2AR arrestin	ELG1 DNA repair	CXXC DNA block
11	COc1cc(OC)cc(-c2c(-c3cccs3)c3cc(-c4ccc5c(c4)OCCO5)ccc3n2C)c1	nt	-2	2.7%	2%	nt
12	Cc1ccnc2nc(C(=O)NCc3ccccc3)nn12	0%	-3	0.3%	-11%	3%
13	CCOc1ccc(CCN2CN(C3CCCCC3)CNC2=S)cc1OCC	-1%	6	-0.3%	0%	-7%
14	O=C(N/N=C/c1ccncc1)c1cc2ccccc2cc1O	1%	?	0.3%	20%	-3%
15	COc1cccc(CN2CC(C(=O)NCCCn3ccnc3C)CCC2=O)c1 (stereo not given)	0%	0	-0.3%	-4%	3%
16	COc1ccc(-c2cc(C(=O)NCC(c3ccco3)N(C)C)c3ccccc3n2)cc1OC (stereo not given)	-3%	0	0.1%	?	nt
17	O=C(O)C1(S(=O)(=O)c2ccc(Cl)cc2)CCC1	-8%	3	0.0%	1%	-7%
18	O=C(O)CCC(=O)N(Cc1cccs1)Cc1cccs1	-5%	2	0.0%	1%	-1%
19	Cc1nnc(NC(=O)c2ccc(S(=O)(=O)N(C)Cc3ccccc3)cc2)o1	-5%	-7	-0.3%	-29%	4%
20	CCCCn1c(N)c(N(CCOC)C(=O)c2cc(S(=O)(=O)N3CCOCC3)ccc2F)c(=O)[nH]c1=O	1%	0	0.1%	5%	nt

entry	A-T KAP1 phos	TCR activator	a7 integrin act	p53 reactivation	BRCA1 expr up
11	1%	9%	-3%	13%	-12%
12	-2%	5%	-7%	0%	-14%
13	-9%	8%	-18%	-3%	-26%
14	3%	-8%	1%	10%	78%
15	2%	-2%	18%	10%	30%
16	1%	-4%	-15%	-5%	-9%
17	-1%	0%	0%	-1%	14%
18	3%	-4%	1%	-5%	-7%[1.84 µM]
19	3%	2%	-2%	8%	-51%
20	1%	6%	2%	1%	-15%

Continuation:
entry	Structure	PTAP TSG101 blk	TRPV1 ag	B2AR arrestin	ELG1 DNA repair	CXXC DNA block
21	CN(Cc1cccc(Cl)c1Cl)C(=O)c1cc(S(=O)(=O)N2CCOCC2)ccc1F	-2%	nt	0.0%	?	nt
22	CC1=NN(c2ccc(C)c(C)c2)C(=O)C1C(c1cccc(O)c1)C1C(=O)N(c2ccc(C)c(C)c2)N=C1C (stereo not given)	-2%	6	-0.1%	?	-8%
23	O=C(/C=C/c1cccc(F)c1)NC1CCN(Cc2ccccc2)CC1	1%	6	-0.1%	-9%	1%
24	CC1CN(c2ccc(NC(=S)Nc3ccc(N4CC(C)OC(C)C4)cc3)cc2)CC(C)O1 (stereo not given)	2%	1	-0.3%	-6%	12%
25	CC(C)(C)OC(=O)NCCCCCNC(=O)c1ncn(Cc2ccccc2)c1C(=O)NCCCCCNC(=O)OC(C)(C)C	0%	nt	0.0%	4.1µM*	nt
26	CCCN1C(=O)c2ccc(C(=O)Nc3nccs3)cc2C1=O	-9%	-3	0.3%	29%	-2%
27	Cc1cc(C(=O)C(=O)N(C)C)c(C)n1-c1ccc([N+](=O)[O-])cc1	-4%	3	-0.1%	1%	17%
28	CC1=C(C#N)C(c2cccnc2)C2=C(N1)c1ccccc1C2=O (stereo not given)	-6%	4	0.0%	?	?
29	COc1ccc(-n2nc(C(=O)NCC(=O)NCCc3ccc(OC)c(OC)c3)c3ccccc3c2=O)cc1	1%	1	0.5%	16µM*	11%
30	CCOc1ccc(NCc2cccn2-c2nnc(N3CCC(C(=O)NCCCN4C(C)CCCC4C)CC3)s2)cc1 (stereo not given)	-2%	2	0.2%	-2%	-7%

entry	A-T KAP1 phos	TCR activator	a7 integrin act	p53 reactivation	BRCA1 expr up
21	18%	0%[46.1 µM]	16%	-5%	-27%
22	-3%	-3%	-15%	13%	-55%
23	8%	-1%	-8%	-5%	-1%
24	-5%	9%	-35%	-1%	-24%
25	4%	5%	5%	6%	-25%
26	-12%	-2%	-3%	8%	-1%
27	-2%	-3%	14%	5%	-10%
28	-5%	0%	11%	-5%	3%
29	0%	5%	-57%[inhibitor]	-5%	25%
30	4%	2%	-70%[inhibitor]	?	2%

Reprinted at random: two records from the list
entry	Structure	PTAP TSG101 blk	TRPV1 ag	B2AR arrestin	ELG1 DNA repair	CXXC DNA block
30	CCOc1ccc(NCc2cccn2-c2nnc(N3CCC(C(=O)NCCCN4C(C)CCCC4C)CC3)s2)cc1 (stereo not given)	-2%	2	0.2%	-2%	-7%
26	CCCN1C(=O)c2ccc(C(=O)Nc3nccs3)cc2C1=O	-9%	-3	0.3%	29%	-2%

entry	A-T KAP1 phos	TCR activator	a7 integrin act	p53 reactivation	BRCA1 expr up
30	4%	2%	-70%[inhibitor]	?	2%
26	-12%	-2%	-3%	8%	-1%

Carrying on:
entry	Structure	PTAP TSG101 blk	TRPV1 ag	B2AR arrestin	ELG1 DNA repair	CXXC DNA block
31	O=C(N/C(=C/c1ccc(Br)cc1)C(=O)N1CCOCC1)c1ccc(Br)o1	-1%	1	0.0%	-4%	7%
32	O=C(NCC(=O)N(Cc1cccs1)C(C(=O)NC1CCCCC1)c1ccco1)c1ccco1 (stereo not given)	-4%	6	-0.1%	?	7%
33	COc1ccc(CCNC(=O)COC(=O)/C=C/c2ccc3c(c2)OCO3)cc1OC	-1%	nt	-3.3%	?	nt
34	O=C(O)c1cc(N2C(=O)C3CC=CCC3C2=O)ccc1NCc1cccnc1 (stereo not given)	-4%	0	-0.1%	16%	7%
35	O=C1c2ccccc2NC(c2cccs2)N1NS(=O)(=O)c1ccccc1 (stereo not given)	-2%	0	0.0%	-10%	2%

entry	A-T KAP1 phos	TCR activator	a7 integrin act	p53 reactivation	BRCA1 expr up
31	1%	3%	-10%	-18%	4%
32	-3%	-2%[46.1 µM]	-20%	2%	0%
33	7%	-4%	-15%	9%	-5%
34	nt	0%	4%	-3%	0%
35	8%	9%	16%	5%	-1%

Source: PubChem BioAssay
